Pol eta inh: DNA polymerase eta (human) inhibition. Q9Y253. recombinant Pol eta, fluorescent DNA replication assay. Potency, µM (doses to about 114 µM), without a hit: at the highest dose activity change, negative = inhibition, actives largely listed as inhibitors. 390,000 tested, 1.2% active. AID 588591; note: % is set by controls: 0 for no effect and ±100 for the full control effect
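Pol eta (10 nM) was preincubated with compounds for 15 min at room temperature, after which fluorescent replication substrate (50 nM final) was added to start the reaction. Fluorescence was read kinetically at 0 and 10 min.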
POLI inh: blocks human DNA polymerase iota activity; Pol iota fluorescent replication assay, 10 min; Potency, µM (top dose mostly 115 µM), for inactives: at the top dose activity, negative = inhibition, actives largely listed as inhibitors; 390,000 tested, 1% active
Target sequence (Q9UNA4 whole entry, looked up): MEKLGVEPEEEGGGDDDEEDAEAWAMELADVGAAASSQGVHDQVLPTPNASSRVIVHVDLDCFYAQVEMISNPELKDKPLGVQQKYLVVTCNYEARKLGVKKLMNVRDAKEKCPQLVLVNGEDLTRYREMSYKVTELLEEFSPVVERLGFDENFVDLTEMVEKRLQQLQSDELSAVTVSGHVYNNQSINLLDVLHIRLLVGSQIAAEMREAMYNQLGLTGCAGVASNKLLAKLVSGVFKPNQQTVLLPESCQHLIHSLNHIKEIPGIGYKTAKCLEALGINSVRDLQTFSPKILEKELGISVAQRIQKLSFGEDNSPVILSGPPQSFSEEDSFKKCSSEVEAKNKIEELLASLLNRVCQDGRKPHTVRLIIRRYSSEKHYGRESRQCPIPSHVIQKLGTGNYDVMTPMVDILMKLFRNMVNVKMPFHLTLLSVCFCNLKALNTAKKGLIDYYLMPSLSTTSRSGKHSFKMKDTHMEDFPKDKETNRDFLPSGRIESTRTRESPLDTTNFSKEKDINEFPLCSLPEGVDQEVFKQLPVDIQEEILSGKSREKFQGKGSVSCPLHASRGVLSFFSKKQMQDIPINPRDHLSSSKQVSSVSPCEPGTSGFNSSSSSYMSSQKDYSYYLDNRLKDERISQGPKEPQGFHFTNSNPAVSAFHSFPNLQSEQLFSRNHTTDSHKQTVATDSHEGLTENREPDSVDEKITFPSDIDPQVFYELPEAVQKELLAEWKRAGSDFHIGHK
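Pol iota at 10 nM preincubated 15 min with compounds at room temperature; reaction started with fluorescent substrate, 50 nM final. Fluorescence read kinetically at 0 and 10 min; buffer-only wells as negative control.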
G9a inh: blocks human histone lysine methyltransferase G9a. Q96KQ7. G9a H3K9 monomethylation, AlphaScreen, 2 h. Potency, µM (series often up to 102 µM), inactives show at the highest dose activity, negative = inhibition, most hits filed as inhibitors. 350,000 tested, 8.8% active. AID 504332; note: % is set by controls: 0 for no effect and ±100 for the full control effect; nearly all actives have a fitted effect of over 75% in size
Target sequence (Q96KQ7 913-1193 limits assumed): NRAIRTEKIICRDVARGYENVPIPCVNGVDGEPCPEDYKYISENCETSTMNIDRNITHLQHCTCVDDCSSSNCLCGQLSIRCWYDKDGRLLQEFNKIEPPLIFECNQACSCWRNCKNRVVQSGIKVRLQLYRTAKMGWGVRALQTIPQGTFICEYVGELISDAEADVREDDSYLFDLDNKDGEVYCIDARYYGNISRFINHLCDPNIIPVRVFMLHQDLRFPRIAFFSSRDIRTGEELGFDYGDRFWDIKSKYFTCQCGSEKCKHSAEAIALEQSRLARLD
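Step 1: enzyme (final 20 nM) with compound, 15 min RT. Step 2: substrate peptide 500 nM and SAM 20 uM, 2 h RT. Step 3: anti-H3K9me1 antibody and AlphaScreen beads, 10 min, then plate read.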
APEX1 inh: blocks human APE1 abasic DNA cleavage. P27695. recombinant APE1, TAMRA/BHQ-2 abasic DNA cleavage fluorescence. Potency, µM (titrated, usually from 65.8 µM), inactives show at the highest dose activity change, negative = inhibition, hits mostly inhibitors. 350,000 tested, 0.35% active;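 note: plate controls were vehicle for no effect and reference inhibitor for full effect; nearly all actives have a fitted effect of over 55% in size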
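Endonuclease cleavage of a quenched abasic-site DNA duplex (50 nM) by APE1 (0.75 nM) was tracked by TAMRA dequenching. Compounds were preincubated with enzyme 15 min at room temperature; data normalized to buffer-only and DMSO wells plus NSC13755 control.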
BLM inh: Bloom syndrome helicase (human) inhibition; P54132; recombinant BLM DNA unwinding, fluorescence dequenching; Potency, µM (doses to about 56.1 µM), without a hit: top-dose activity change, negative = inhibition, most hits filed as inhibitors; 350,000 tested, 0.2% active; AID 2528;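 note: plate controls were vehicle for no effect and no enzyme for full effect; nearly all actives have a fitted effect of over 35% in size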
Apoferritin bind: candidate novel general anesthetic via apoferritin binding | P02791 | apoferritin/1-aminoanthracene competitive binding, fluorescence | Potency, µM (top dose mostly 77.5 µM), inactives show at the top dose activity change, negative = displacement, hits mostly inhibitors | 350,000 tested, 0.074% active; note: % is set by controls: 0 for no effect and ±100 for the full control effect; nearly all actives have a fitted effect of over 20% in size
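Apoferritin-based anesthetic binding model; compound displacement of fluorescent 1-AMA measured as endpoint fluorescence after 10 minutes at room temperature, scaled to free-ligand and complex controls.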
BAZ2B inh: blocks human BAZ2B. Q9UIF8. AlphaScreen BAZ2B-H3K14Ac peptide displacement. Potency, µM (series often up to 114 µM), without a hit: top-dose activity change, negative = inhibition, usual class: inhibitors. 360,000 tested, 4.4% active. AID 504333; note: % is set by controls: 0 for no effect and ±100 for the full control effect; nearly all actives have a fitted effect of over 60% in size
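Inhibition is scored as reduced AlphaScreen emission. The BAZ2B/b-H3(5-23)K14Ac complex (50 nM each) in PBS pH 7.4, 0.01% Tween-20 meets compound (up to 110 uM) for 30 min at RT before bead addition.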
POLK inh: DNA polymerase kappa (human) inhibition | AID 588579 | 400,000 tested, 0.53% active | purified Pol kappa, fluorescent DNA synthesis assay, 10 min | Q9UBT6 | Potency, µM (doses to about 107 µM), for the others: at the top dose activity, negative = inhibition, hits mostly inhibitors; note: % is set by controls: 0 for no effect and ±100 for the full control effect
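50 nM final substrate added after 15 min RT preincubation of 10 nM Pol kappa with compound; fluorescence read at 0 and 10 min.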
POLB inh: blocks human DNA polymerase beta activity; Potency, µM (top dose mostly 114 µM), for inactives: at the top dose activity change, negative = inhibition, hits mostly inhibitors; Pol beta primer extension/strand displacement, fluorescence kinetic; 340,000 tested, 1.3% active; AID 485314; note: % is set by controls: 0 for no effect and ±100 for the full control effect
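10 nM enzyme + cpd, 15 min RT; start with substrate 50 nM final; read 0 min and after 10 min RT. Corrected, normalized data; 4-parameter Hill curve fit.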
Numbers without * were called inactive; ? = inconclusive; / = not tested or not shown; [ ] = dose if it differs, or a comment. Calls come from the whole dose curve; as a rule, active = well fitted curve in the direction sought with a large enough effect; inconclusive = small, poorly fitted or top-dose-only effect, or another doubt; inactive = no such curve, though single readings can be large; an effect the other way counts as inactive or inconclusive. Potency is the fitted concentration of half-maximal effect. A portion of the library; rates above refer to the full screens.

Molecule | Pol eta inh | POLI inh | G9a inh | APEX1 inh | BLM inh | Apoferritin bind | BAZ2B inh | POLK inh | POLB inh
Cc1ccc(S(=O)(=O)n2nc(OC(=O)c3cccs3)cc2N)cc1 | -7% | ? | -9%[59 µM] | 0% | -2% | ? | ? | -14% | ?
Cc1cccc(-n2nc3c(c2NC(=O)c2ccc(S(=O)(=O)N4CCOCC4)cc2)CSC3)c1C | -18% | 3% | 15%[59 µM] | 8% | -6% | -5% | 7% | -9% | 23%
O=C(c1cccc(F)c1)N1CCN(C2CCCCC2)CC1 | 11% | -22% | 22µM* | 3% | -6% | -10% | 50µM* | -2% | 15%
CN1C[C@@H]2C[C@@H](c3ccc(C#CC(C)(C)O)s3)N3CCC[C@@]23C1=O | 3% | 63%[activator] | -4% | 1% | -8% | -5% | 3% | -7%[60.1 µM] | 34%
COc1ccc(OCC(O)CNCc2ccco2)cc1 (centres undefined) | -12% | 2% | 5% | -4% | 0% | -12% | 1% | -2% | 0%
CCOc1ccc(Nc2nnc(-n3nc(C)cc3C)c3ccccc23)cc1 | -16% | 15% | 8%[59 µM] | / | -1% | ? | 19% | 8% | 10%
Nc1nnc(CC(=O)Nc2ccccc2)s1 | -18% | 44%[activator] | / | -2% | -13% | 28% | 7% | 3% | 8%
COC(=O)NCc1cc2cc(Cl)ccc2[nH]1 | -23% | 12% | ? | 1% | -4% | 0% | 17% | -6% | -9%
O=c1c(-c2ccc(O)cc2)coc2cc(OC3OC(CO)C(O)C(O)C3O)cc(O)c12 (centres undefined) | -5% | -1% | -9% | 8% | -3% | 47%[activator] | 18% | -6% | 10%
COc1ccc(-c2cc(-c3ccc(OC)cc3)c(C#N)c(SC)n2)cc1 | -1% | -4% | -4%[59 µM] | -4% | -3% | -11% | 10% | -12% | -15%
COc1ccc(C(=O)NN/C(=N/S(=O)(=O)c2ccc(C)cc2)c2ccccc2)cc1 | -10% | 29% | 1%[59 µM] | -1% | 0% | 1% | 7% | 9% | ?
CCCOC(=O)C1=C(C)NC(=O)NC1c1cccc2ccccc12 (centres undefined) | -2% | -2% | 56%[activator] | 14% | -4% | -14% | -15% | -10% | 0%
O=C1NCCN(Cc2ccc(Cl)c(F)c2)C1CC(=O)N1CCCO1 (centres undefined) | -5% | 20% | -29% | -4% | -3% | 1% | 1% | 9% | ?
CCCn1cnc2cc(NC(=O)c3ccco3)ccc21 | -13% | 69%[activator] | 2% | 21% | -3% | -2% | -1% | -11% | 1%
N#CCCCCN1c2cccc3cccc(c23)S1(=O)=O | 10% | 5% | 17%[59 µM] | -4% | -7% | 54%[activator] | 5% | -20% | 24%
COc1cccc(NC(=O)[C@@H]2CCCN2C(=O)C2CCN(S(=O)(=O)c3ccc(C)cc3)CC2)c1 | -11% | -5% | 0%[59 µM] | 13% | -6% | -23% | 0% | -7% | 0%

Overlap with the part before: 2 compounds, followed by the next part.
Molecule | Pol eta inh | POLI inh | G9a inh | APEX1 inh | BLM inh | Apoferritin bind | BAZ2B inh | POLK inh | POLB inh
N#CCCCCN1c2cccc3cccc(c23)S1(=O)=O | 10% | 5% | 17%[59 µM] | -4% | -7% | 54%[activator] | 5% | -20% | 24%
COc1cccc(NC(=O)[C@@H]2CCCN2C(=O)C2CCN(S(=O)(=O)c3ccc(C)cc3)CC2)c1 | -11% | -5% | 0%[59 µM] | 13% | -6% | -23% | 0% | -7% | 0%
CCc1ccc(NC(=O)N2CCc3ccccc3C2)cc1 | -3% | 20% | 36% | 56%[activator] | -12% | ? | -11% | -9% | -13%
O=C(O)Cc1ccc(C(=O)c2ccc(F)cc2)s1 | -5% | 26% | ? | -2% | -1% | -9% | 6% | -5% | -4%
O=C(Nc1ccn(Cc2ccccc2)n1)c1ccc2c(c1)OCO2 | -10% | 16% | -28% | 4% | -4% | -18% | -22% | -14%[60.1 µM] | 15%
Cc1ccc(-c2nn(CC(=O)NC3CCCC3)c3c2cnc2ccccc23)cc1 | -8% | -3% | 16%[59 µM] | / | 1% | 11% | 18% | 2% | 4%
COc1ccc(-c2csc(Nc3ccc(S(=O)(=O)Nc4cc(C)on4)cc3)n2)cc1 | -6% | 138%[activator] | 45µM* | -4% | -3% | -9% | ? | -17% | -3%
COCC(C)NC(=O)c1ccc(CN2CCc3ccccc3C2)cc1 (centres undefined) | -5% | -15% | -9%[59 µM] | -9% | 0% | -4% | -17% | -20% | 1%
Cc1cc(C)n2nc(CNS(=O)(=O)c3ccc(F)c(C)c3)nc2n1 | -19% | 33%[activator] | -5% | 14% | -3% | -14% | -6% | -2% | 1%
CC(CN1CCN(C)CC1)OC(=O)c1ccc(F)cc1 (centres undefined) | -5% | 10% | 14%[59 µM] | 1% | -7% | -1% | -18% | -1% | 20%
Cc1oc2cc3oc(=O)c4c(c3cc2c1C)CCC4 | -2% | 9% | 1%[59 µM] | -3% | 2% | -15% | 0% | 2% | -21%
C=CCn1c(SCC#N)nc2ccccc2c1=O | -11% | 0% | -7% | 5% | -5% | -15% | 20% | 1% | 27%
O=C(Nc1ccc2c(c1)C(=O)OC2)c1ccc(Cl)cc1Cl | -13% | 19% | 4%[59 µM] | 23%[12.4 µM] | -4% | -9% | -2% | 5% | 5%
CC(=O)c1sc(-c2ccccc2)cc1NS(=O)(=O)c1ccc(C)cc1 | -9% | -17% | 5% | -6% | -7% | -2% | -17% | -13% | -10%
CCN(CC)C(=O)c1ccc(NS(=O)(=O)c2ccc(/C=C/C(=O)O)cc2)cc1 | -9% | 34%[activator] | -8% | 1% | 0% | -4% | -12% | 0% | 18%
CCOc1ccc(NC(=S)N2CCC(c3ccc(C)cc3)C2)cc1 (centres undefined) | -22% | 45%[activator] | 37% | 25% | -7% | -10% | 3% | -4% | -18%
CC(C)C(=O)Nc1ccc2c(c1)oc1ccccc12 | 15% | 6% | -5% | 4% | 3% | -6% | 11% | -4% | 6%
O=c1c2nc(Br)n([C@@H]3O[C@@H]4CO[P@@](O)(=S)O[C@H]4[C@H]3O)c2nc2[nH]c(-c3ccccc3)cn12 | / | / | / | 13µM* | -6% | 0% | / | ? | /

4 successive records already listed, quoted:
Molecule | Pol eta inh | POLI inh | G9a inh | APEX1 inh | BLM inh | Apoferritin bind | BAZ2B inh | POLK inh | POLB inh
C=CCn1c(SCC#N)nc2ccccc2c1=O | -11% | 0% | -7% | 5% | -5% | -15% | 20% | 1% | 27%
O=C(Nc1ccc2c(c1)C(=O)OC2)c1ccc(Cl)cc1Cl | -13% | 19% | 4%[59 µM] | 23%[12.4 µM] | -4% | -9% | -2% | 5% | 5%
CC(=O)c1sc(-c2ccccc2)cc1NS(=O)(=O)c1ccc(C)cc1 | -9% | -17% | 5% | -6% | -7% | -2% | -17% | -13% | -10%
CCN(CC)C(=O)c1ccc(NS(=O)(=O)c2ccc(/C=C/C(=O)O)cc2)cc1 | -9% | 34%[activator] | -8% | 1% | 0% | -4% | -12% | 0% | 18%

Other records
Molecule | Pol eta inh | POLI inh | G9a inh | APEX1 inh | BLM inh | Apoferritin bind | BAZ2B inh | POLK inh | POLB inh
COc1ccc(CN(C)CC(=O)Nc2ccc(N3CCOCC3)cc2)cc1OC | -11% | 13% | ? | 3% | 2% | -6% | 7% | -13% | 9%
COc1ccc(S(=O)(=O)N2CCOCC2)cc1NC(=O)c1ccc2c(c1)OCCO2 | -15% | 160%[activator] | -4% | 0% | 1% | -15% | -17% | -2% | -9%
COc1ccccc1CSc1nc2c(c(=O)n(C)c(=O)n2C)n1C | -3% | 3% | 16% | 29% | 2% | -14% | -4% | -10% | 16%
COc1ccc(NS(=O)(=O)c2cc(NC(=O)c3cccs3)ccc2N2CCCC2)cc1 | -15% | -1% | -16%[59 µM] | 8% | -6% | 6% | -13% | -3% | 45%
CC(=O)Nc1ccc(S(=O)(=O)N2CCN(CCCOc3ccccc3Cl)CC2)cc1 | 6% | 5% | -18% | -6% | -5% | -2% | -30% | -16% | -3%
CCC1Oc2ccccc2N(CC(=O)NCc2ccco2)C1=O (centres undefined) | ? | 25% | 5% | -3% | -2% | -6% | -14% | -2% | -10%
COc1ccc(/C=N/NC(N)=S)cc1OC(=O)c1ccccc1 | -14% | 4% | -47%[59 µM] | -3% | -5% | -19% | ? | -13% | 0%
Nc1nc(SCC(=O)NCCN2CCOCC2)nc2sc3c(c12)CCC3 | -14% | 96%[activator] | ? | 3% | -9% | 7% | -6% | -8% | 0%
O=C(CN(CCc1ccccc1)S(=O)(=O)c1ccc(Br)cc1)NCc1ccc(Cl)cc1 | -11% | -13% | ? | / | -2% | 29% | ? | -25% | 20%
COC(=O)c1ccc(CSCC(=O)Nc2ccccc2)cc1 | -15% | 118%[activator] | ? | -3% | 1% | -7% | -1% | 5% | -25%
O=C(NNC(=O)c1n[nH]c2ccccc12)c1ccccc1 | 3% | 12% | -33% | 30% | / | / | 2% | -3% | /
O=C(COC(=O)/C=C/c1ccccc1)Nc1ccc2c(c1)OCCO2 | -5% | -32% | 2%[12.7 µM] | 14% | / | / | 1% | -2% | /
CC#CC(=O)Nc1cc2c(Nc3ccc(F)c(Cl)c3)ncnc2cn1 | / | / | / | ? | -25% | -11% | / | 5%[60.1 µM] | /
Cc1ccc(C(=O)Nc2ccc(S(=O)(=O)Nc3onc(C)c3C)cc2)cc1 | / | 4% | 7%[59 µM] | / | -4% | -7% | -1% | -17% | 5%
Cc1cccc(-c2noc(-c3cccnc3NCc3ccc(Cl)cc3)n2)c1 | -18% | 19% | -29%[59 µM] | / | -15% | -8% | ? | -21% | 3%
CC1=C(c2ccc(C)cc2)S(=O)(=O)N(Cc2ccc(C(=O)Nc3ccccc3C)cc2)C1=O | -11% | -8% | 0%[59 µM] | / | -4% | -9% | -16% | -10% | -21%
COCC(C)n1c(SCc2ccc(C(=O)OC)cc2)nc2ccccc2c1=O (centres undefined) | -11% | 63%[activator] | 7% | 6% | -11% | 5% | 20% | 4% | 11%
O=C(CCc1nnc(-c2ccccc2)o1)NCc1c(F)cccc1F | -17% | 28% | 8% | 4% | -1% | -7% | -10% | -9% | -10%
COc1cccc(/C=N/n2c(C3CCCCC3)n[nH]c2=S)c1OC | -4% | 13% | ? | -5% | -9% | -10% | 6% | -10% | -1%
